Bioassay records from PubChem.
Insulin prom inh: TRM-6 insulin promoter activity inhibition. 130,000 tested, 0.9% active. inhibition, % at 2 µM. AID 1273. TRM-6 cells (human fetal islet line), insulin promoter-eGFP reporter, imaging; reporter expression induced with tamoxifen;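 active = inhibition above the mean plus 3 SD, with well images judged a real hit on visual review, cut at about 60% in these data, passing the limit was not always enough; inconclusive = inhibition over the cutoff but images rejected on review; inactive = inhibition not above the cutoff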
sdo1 growth: sdo1-depleted yeast growth rescue; S. cerevisiae sdo1-depleted JHY4D growth rescue, OD600 30 h; hits give high values; pdr5 snq2 efflux-pump mutant strain; 140,000 tested, 0.21% active; AID 817; z-score at 10 µM;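 active = z-score above 3 at both the 24 hr and the 30 hr optical density reads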;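 also: z-score against mean and SD of all compound wells on the same plate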
sdo1 growth Rescue 24 h: second read-out of sdo1 growth, no call of its own (marks repeat the call); z-score; S. cerevisiae sdo1-depleted JHY4D growth rescue, OD600; measured here: growth rescue at 24 h;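 0 is the plate mean of compound wells and units are plate SD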
The depositor's hits bear a star; ? = inconclusive; nt = no result given; & = joins results of further samples. A portion of the library; rates above refer to the full screens.

sdo1 growth Rescue 24 h | Insulin prom inh | sdo1 growth | Structure
-0.36 | ? | -0.57 | CCCNc1nc(OC(C(F)(F)F)C(F)(F)F)nc(OC(C(F)(F)F)C(F)(F)F)n1
nt | 30.8 | nt | O=C1NC(=S)S/C1=C/c1ccc(Oc2cnccn2)cc1
0&-1.22 | -29.3 | 0.68&-0.48 | Cc1ccc(NC(=O)N2CCC(NC(=O)C(C)(C)C)CC2)cc1
0.24 | 61.1 | 0.1 | O=C1CC(N2CCC(c3nc4ccccc4[nH]3)CC2)C(=O)N1Cc1ccccc1 (configuration not stated)
0.45 | -25.0 | 0.67 | COc1cc(OC)c(OC)cc1/C=N/NC(=O)CC1C(=O)NN=C1C (configuration not stated)
-1.07 | 9.5 | -1.22 | COc1ccc(-c2[nH]c(-c3ccc(F)cc3)nc2SCC(=O)NC2CCCC2)cc1
-0.54 | 9.9 | 0.64 | NC(=O)C1CCN(C(=O)Cn2cccc2C(=O)c2ccccc2)CC1
-0.58 | -42.9 | -0.02 | O=c1c2c(nc3nc(COc4ccccc4)[nH]n13)CCC2
nt | 3.7 | nt | CC(=O)NNc1ncnc2c1cnn2-c1ccc(C)c(Cl)c1
0.2 | nt | 0.17 | Brc1cc2[nH]cnc2c2ccccc12
nt | 9.1 | nt | COC(=O)c1ccc(CNC(=O)CSC2=NCCS2)cc1
-0.61 | 28.6 | -0.27 | COCCNC(=O)Cn1cnc2sc(C)c(S(=O)(=O)N3CCC(C)CC3)c2c1=O
0.18 | 7.7 | 0.87 | COc1ccc(NC(=O)N[C@@H](CCSC)C(=O)O)cc1Cl
-0.95 | -11.8 | -0.24 | CNC(=O)c1csc(-c2ccc(C)cc2)n1
-0.45 | -74.3 | -1.03 | CCCOc1cc(C)c(S(=O)(=O)n2ccc(C)n2)cc1C
1.73 | 3.2 | 1.48 | CS(=O)(=O)N1CCC(C(=O)Nc2ccc(Br)cc2F)CC1
-1.39 | -10.5 | -0.05 | Cc1ccc(S(=O)(=O)/N=S(/C)c2ccccc2)cc1 (configuration not stated)
0.29 | -13.7 | -0.96 | O=C(Nc1nc(-c2ccc(Cl)cc2Cl)cs1)C1CCCO1 (configuration not stated)
-0.36 | 37.5 | 0.14 | CCOC(=O)C1CCN(C(=O)COc2cccc(C)c2)CC1
1.16 | -100.0 | 1.53 | COCCNC(=O)c1cc2c(=O)n3cccc(C)c3nc2n(Cc2ccncc2)c1=N
0.3 | 41.2 | 0.7 | CCn1c(=O)n(CC)c2cc(S(=O)(=O)N3CCOCC3)ccc21
0.75 | nt | 0.9 | CC1=CC(C)(C)Nc2cc(C)c(C)cc21
nt | -11.8 | nt | COCc1cc(C)nc(SCC(=O)Oc2ccc(Cl)cc2)c1C#N
-0.1 | nt | -1.07 | CCOC(=O)c1sc(NC(=O)COC(=O)Cn2cnc3ccccc32)c(C(=O)OCC)c1C
-1.35 | -178.6 | -1.47 | O=C(OCn1ncc(Cl)c(Cl)c1=O)c1ccccc1Cl
-0.99 | nt | -0.97 | O=C(NC(NC(=S)Nc1ccccc1)C(Cl)(Cl)Cl)c1cccc(Cl)c1 (configuration not stated)
-0.96 | nt | -0.88 | CCCC(=O)Nc1nn(CCC)c2nc3ccccc3cc12
-0.79 | nt | -1.71 | Cc1nc(SCC(=O)Nc2ccc(F)cc2)c2oc3ccccc3c2n1
1.97 | -33.3 | 1.83 | CCCCC(=O)Nc1nc(C)c(-c2csc(Nc3cc(Cl)ccc3OC)n2)s1
-0.61 | 21.4 | -0.72 | CCC(=O)N(CCC(c1ccco1)c1ccccc1OC)Cc1cccs1 (configuration not stated)
-0.07 | 11.1 | -0.01 | Cc1cc(C)c2c(CN3CCN(C/C=C/c4ccccc4)CC3)cc(=O)oc2c1
nt | 25.0 | nt | O=C(CN1CCCCCCC1)Nc1cc(Cl)cc(Cl)c1
0.17 | nt | 1.88 | Cc1[nH]nc2c1C(c1ccccn1)N(c1ccc(Br)cc1)C2=O (configuration not stated)
nt | -81.0 | nt | CCOC(=O)N1CCC(N2CCCC(CO)(Cc3ccccc3C)C2)CC1 (configuration not stated)
2.03 | 12.5 | 1.65 | O=C(CN1CCCCC1)Nc1ccccc1NC(=O)CN1CCCCC1
-0.01 | -142.9 | 0.2 | COc1ccc(C(=O)NCCc2nnc(SCC(=O)Nc3ccc(Br)cc3)n2C)cc1
0.48 | -197.6 | 0.39 | O=S(=O)(NCCc1cn2ccccc2n1)c1ccc2c(c1)CCCC2
nt | -58.3 | nt | Cc1[nH]c2ccccc2c1C(=O)C(=O)NCc1ccco1
1.22 | 22.9 | 1.3 | CCn1cc(CNC(=O)c2c(-c3c(Cl)cccc3Cl)noc2C)c(C)n1
-0.49 | 23.5 | -0.57 | COc1ccc(C(=O)CN2C(=O)NC(C)(c3ccccc3)C2=O)cc1OC (configuration not stated)
nt | -27.3 | nt | O=S1(=O)CCN2C=C(Cl)C=C(Cl)C2=N1
nt | 10.0 | nt | CCCCCn1c(CN2CC(C)OC(C)C2)nc2c1c(=O)n(C)c(=O)n2C (configuration not stated)
-0.22 | -21.4 | 0.28 | Nn1c(SCC(=O)Nc2ccc(F)cc2F)nnc1-c1cccnc1
1.43 | nt | 1.61 | Cn1[nH]c(=O)c2ccccc2c1=O
-0.66 | 42.9 | -0.43 | COc1ccc(OCC(=O)Nc2ccccc2C(=O)N2CCCC2)cc1
2.32 | -56.1 | 0.69 | C=CCOC(=O)Nc1snnc1C
-0.13 | -12.2 | 0.01 | O=C1CC(c2ccccc2)N1c1ccccc1 (configuration not stated)
nt | 28.6 | nt | CSC1=NCCN1S(=O)(=O)c1ccccc1
0.62 | 4.6 | 0.57 | Cc1ccc(/C=N/NC(=O)c2ccccn2)s1
-1.42 | nt | -0.85 | O=C(NC1CCCC1)C1CCCN1S(=O)(=O)c1cccc2cccnc12 (configuration not stated)
nt | -6.7 | nt | O=C(O)CCCCC1CCSS1 (configuration not stated)
1.53 | -33.3 | 0.66 | CCN(CC)c1ccc(S(=O)(=O)Nc2cc(Cl)ccc2Cl)cc1NC(=S)NC(=O)C1CCCC1
-0.62 | -6.2 | 0.08 | O=c1c2ccccc2c(/C=N/c2nnc(Cc3ccccc3)s2)c(O)n1-c1ccc(Cl)cn1
nt | -60.0 | nt | CC(C)c1ccc(COc2ccc(C(=O)N3CCOCC3)cc2)cc1
-0.24 | -35.1 | -0.65 | Cc1nc(N2CCc3ccccc3C2)[nH]c(=O)c1CCC(C)C
-0.35 | 28.6 | -0.49 | CCN(CC)c1ccc2cc(S(=O)(=O)c3ccc(C)cc3)c(=O)oc2c1
nt | 29.7 | nt | Cc1[nH]c2ccccc2c1C(=O)CSc1n[nH]c(N)n1
1.4 | -45.5 | 0.89 | COCCN(CC(=O)Nc1ccccc1)S(=O)(=O)c1ccc(S(=O)(=O)N2CCCC2)cc1
1.41 | 55.0 | 1.78 | OCCNc1nc(Nc2ccccc2)nc2ccccc12
-0.04 | nt | 0.22 | COc1cccc(CN2CCN(Cc3cc(OC)c(OC)cc3[N+](=O)[O-])CC2)c1

New compounds follow
sdo1 growth Rescue 24 h | Insulin prom inh | sdo1 growth | Structure
1.28 | nt | 1.16 | O=C(NCc1ccc(N2CCCC2=O)cc1)c1cn(CCc2ccccc2)nn1
-0.26 | 6.9 | 0.09 | C=CCn1c(SC)nnc1-c1cccc([N+](=O)[O-])c1
nt | 16.7 | nt | O=c1[nH]c(CSc2nnc(Cc3ccccc3)o2)nc2ccccc12
0.14 | -60.9 | 0.87 | CN(CCCNC(=O)CN1C(=O)CC(C)(C)S(=O)(=O)c2ccccc21)C1CCCCC1
-1.04 | nt | 0.19 | COc1ccc(/C(C)=N/N=C2/NC(=O)CC(C(=O)O)S2)cc1 (configuration not stated)
0.33 | -2.8 | 0.38 | CN1CCC(=NNC(=O)C(=O)NC2CCCC2)CC1
-0.18 | -6.1 | -0.27 | COc1ccc(N2CCN(C(=O)Cn3nnc(-c4cccs4)n3)CC2)cc1
1.06 | nt | 0.7 | COc1ccc(C(=O)c2cnc(/N=C/N(C)C)s2)cc1
-1.49 | -61.5 | -1.34 | CC(C(=O)OCc1nnc(-c2ccccc2)o1)N1C(=O)c2ccccc2C1=O (configuration not stated)
1.73 | -60.0 | 1.32 | CCCCNCc1cc(OCC)c(OCC(N)=O)cc1Br
nt | 28.6 | nt | COC(=O)c1ccc(NC2c3ncccc3C(=O)N2Cc2cccs2)cc1 (configuration not stated)
1.64 | -27.3 | -0.46 | O=C(Nc1cc2nn(-c3ccccc3)nc2cc1Cl)c1ccco1
nt | -10.0 | nt | COc1cccc(CNc2ncn[nH]2)c1OCc1ccccc1F
0.46 | 26.7 | 0.29 | COC(=O)Nc1nnc(Cc2ccc(OC)cc2)s1
-0.92 | -16.7 | -0.24 | Cc1cccc(N(CC(=O)NC2CCCC2)C(=O)c2cc3cc4cccc(C)c4nc3s2)c1C
1.04 | nt | 1.66 | CC(=O)Nc1c(NC(C)C)c2ccccc2oc1=O
0.91 | -20.9 | -0.36 | CCCCNC(=O)CSc1nc2n[nH]c(C)c2c(=N)n1-c1cccc(Cl)c1C
nt | 25.0 | nt | C#CCSc1[nH]c(=O)cc(C)c1C#N
0.92 | -17.4 | -1.01 | Cc1cc(NC(=O)Cn2c(C)nc3ccccc3c2=O)ccc1Br
2.24 | 41.7 | 1.68 | CN(C)C(=O)C[n+]1cccc(/C=N/O)c1
-0.12 | 0.0 | -0.09 | CCOC(=O)c1ccc(NC(=O)CSc2nc(C)cc(=O)[nH]2)cc1
nt | 54.5 | nt | CSC1=NCCN1C(=O)C12CC3CC(CC(C3)C1)C2
1.05 | nt | 1.12 | O=C(c1ccco1)N1CCN(C(=O)C2CCN(S(=O)(=O)c3cccs3)CC2)CC1
0.39 | -23.3 | 0.75 | CC(=O)N1CN(S(=O)(=O)c2ccc(C)cc2)CC1C (configuration not stated)

Random excerpt: 2 entries already listed
sdo1 growth Rescue 24 h | Insulin prom inh | sdo1 growth | Structure
1.04 | nt | 1.66 | CC(=O)Nc1c(NC(C)C)c2ccccc2oc1=O
0.46 | 26.7 | 0.29 | COC(=O)Nc1nnc(Cc2ccc(OC)cc2)s1

Other structures follow.
sdo1 growth Rescue 24 h | Insulin prom inh | sdo1 growth | Structure
nt | -82.6 | nt | CC(C)Oc1cccc(C(=O)C2CCCN(Cc3cnc(N4CCCC4)s3)C2)c1 (configuration not stated)
0.21 | nt | 0.6 | NS(=O)(=O)c1ccc(CNC(=O)/C=C/c2ccc(Cl)c(Cl)c2)cc1
0.81 | -81.0 | 1.28 | Cc1ccc(S(=O)(=O)N2CCOCC2)c(C)c1-n1cnnn1
nt | -400.0 | nt | CN1CCN(C(=O)c2ccc3c(=O)n(CCc4ccccc4)c(=S)[nH]c3c2)CC1
-0.35 | 28.9 | -0.47 | CCOc1ccc(-c2nc(-c3cccnc3)no2)cc1
-1.84 | 43.7 | -1.82 | Oc1ccc(/C=N/n2c3ccccc3c3ccccc32)cc1

Compounds from the list above that have an aryl thioether with sulfur outside any ring (eleven):
sdo1 growth Rescue 24 h | Insulin prom inh | sdo1 growth | Structure
-1.07 | 9.5 | -1.22 | COc1ccc(-c2[nH]c(-c3ccc(F)cc3)nc2SCC(=O)NC2CCCC2)cc1
nt | -11.8 | nt | COCc1cc(C)nc(SCC(=O)Oc2ccc(Cl)cc2)c1C#N
-0.79 | nt | -1.71 | Cc1nc(SCC(=O)Nc2ccc(F)cc2)c2oc3ccccc3c2n1
-0.01 | -142.9 | 0.2 | COc1ccc(C(=O)NCCc2nnc(SCC(=O)Nc3ccc(Br)cc3)n2C)cc1
-0.22 | -21.4 | 0.28 | Nn1c(SCC(=O)Nc2ccc(F)cc2F)nnc1-c1cccnc1
nt | 29.7 | nt | Cc1[nH]c2ccccc2c1C(=O)CSc1n[nH]c(N)n1
-0.26 | 6.9 | 0.09 | C=CCn1c(SC)nnc1-c1cccc([N+](=O)[O-])c1
nt | 16.7 | nt | O=c1[nH]c(CSc2nnc(Cc3ccccc3)o2)nc2ccccc12
0.91 | -20.9 | -0.36 | CCCCNC(=O)CSc1nc2n[nH]c(C)c2c(=N)n1-c1cccc(Cl)c1C
nt | 25.0 | nt | C#CCSc1[nH]c(=O)cc(C)c1C#N
-0.12 | 0.0 | -0.09 | CCOC(=O)c1ccc(NC(=O)CSc2nc(C)cc(=O)[nH]2)cc1
